Screening data deposited in PubChem BioAssay by The Scripps Research Institute Molecular Screening Center.
LYPLA2 inh – counter-screen for PME1 inhibitors: inhibitors of human LYPLA2. O95372. recombinant LYPLA2, FP-Rh probe fluorescence polarization. inhibition, % at 5.9 µM. hit rate 0.38% among 320,000. AID 2177;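 active means inhibition above the screen-wide mean plus 3 SD, limit set per campaign, cut at about 26% in these data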;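 further: 0% = LYPLA2 with DMSO and 100% = wells lacking LYPLA2 enzyme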
Target sequence (O95372 whole entry, looked up): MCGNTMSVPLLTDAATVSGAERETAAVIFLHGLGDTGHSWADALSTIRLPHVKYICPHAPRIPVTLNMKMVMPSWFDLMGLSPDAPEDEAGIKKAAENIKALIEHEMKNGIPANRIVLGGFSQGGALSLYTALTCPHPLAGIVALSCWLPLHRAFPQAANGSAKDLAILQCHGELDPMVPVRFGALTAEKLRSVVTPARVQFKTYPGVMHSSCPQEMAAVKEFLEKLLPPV
PME-1 inh – blocks human protein phosphatase methylesterase 1. inhibition, % at 5.9 µM. Q9Y570. hit rate 0.53% among 320,000. recombinant PME-1, FP-Rh probe fluorescence polarization;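 active means inhibition above the campaign mean of all compounds plus 3 SD, cut at about 26% in these data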;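 further: competitive labeling of PME-1 active site by serine hydrolase directed probe; 0% = PME-1 with DMSO and 100% = wells lacking PME-1 enzyme; inhibitors block probe labeling so polarization falls and inhibition rises; many of its hits are not listed in these tables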
LYPLA1 inh – blocks human lysophospholipase 1, a PME1 counter-screen. hit rate 0.16% among 320,000. AID 2174. O75608. inhibition, % at 5.9 µM. recombinant LYPLA1, FP-Rh probe fluorescence polarization;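 active means inhibition above the mean of all tested compounds plus 3 SD, set per campaign, cut at about 14% in these data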;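 further: inhibitors block serine hydrolase probe labeling of LYPLA1 so polarization falls; 0% = enzyme with DMSO and 100% = wells lacking LYPLA1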
PAD4 inh – inhibitors of human PAD4; inhibition, % at 6.36 µM; Q9UM07; hit rate 0.41% among 330,000; recombinant PAD4, RCA probe fluorescence polarization;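 active means percent inhibition above a cutoff equal to the mean of all tested compounds plus 3 SD, cut at about 15% in these data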;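 further: 0% = PAD4 with RCA probe and DMSO and 100% = probe without PAD4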
Target sequence (Q9UM07 whole entry, looked up): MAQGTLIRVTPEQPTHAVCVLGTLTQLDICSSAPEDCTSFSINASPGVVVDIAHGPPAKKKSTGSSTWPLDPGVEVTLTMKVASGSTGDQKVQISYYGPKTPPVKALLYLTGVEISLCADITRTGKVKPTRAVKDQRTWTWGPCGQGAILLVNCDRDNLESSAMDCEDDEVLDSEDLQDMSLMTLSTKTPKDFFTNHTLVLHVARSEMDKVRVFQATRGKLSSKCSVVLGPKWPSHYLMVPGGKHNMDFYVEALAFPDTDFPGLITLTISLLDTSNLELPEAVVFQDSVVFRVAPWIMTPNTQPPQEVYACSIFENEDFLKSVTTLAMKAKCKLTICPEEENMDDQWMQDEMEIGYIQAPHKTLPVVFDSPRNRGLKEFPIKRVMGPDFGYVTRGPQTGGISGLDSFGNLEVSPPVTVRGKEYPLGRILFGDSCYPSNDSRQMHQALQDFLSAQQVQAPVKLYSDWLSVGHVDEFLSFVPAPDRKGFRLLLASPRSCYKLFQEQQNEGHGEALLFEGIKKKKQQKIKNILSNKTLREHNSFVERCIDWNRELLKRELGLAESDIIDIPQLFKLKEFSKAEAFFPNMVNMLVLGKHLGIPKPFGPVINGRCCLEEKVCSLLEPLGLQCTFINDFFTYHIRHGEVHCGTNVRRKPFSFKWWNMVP
PAFAH1B2 FP inh – PAFAH1B2 (human) inhibition; recombinant PAFAH1B2, FP-rhodamine activity probe, fluorescence polarization; AID 492953; inhibition, % at 3.39 µM; hit rate 1.2% among 340,000; P68402;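 active means inhibition above the mean of all tested compounds plus 3 SD, cut at about 24% in these data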;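 further: 0% = enzyme with DMSO and 100% = wells lacking PAFAH1B2; many of its hits are not listed in these tables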
PAFAH1B3 FP inh – PAFAH1B3 (human) inhibition; hit rate 0.28% among 340,000; Q15102; inhibition, % at 3.39 µM; AID 492972; recombinant PAFAH1B3, FP-rhodamine probe, fluorescence polarization;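 active means inhibition above the screen-wide average of all tested compounds plus 3 SD, cut at about 25% in these data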;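 further: 0% = enzyme with DMSO only and 100% = wells lacking PAFAH1B3 protein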
PREPL inh – human PREPL enzyme inhibition | Q4J6C6 | recombinant PREPL, fluorescence polarization activity-based probe | inhibition, % at 5.96 µM | hit rate 0.68% among 320,000; in the data active means inhibition above about 43%;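 further: 0% = enzyme with DMSO and 100% = wells lacking enzyme; many of its hits are not listed in these tables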
pPAFAH FP inh – inhibitors of human plasma PAF acetylhydrolase (pPAFAH); Q13093; recombinant pPAFAH, FP-rhodamine probe fluorescence polarization; inhibition, % at 3.39 µM; hit rate 1.5% among 330,000;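 active means inhibition above the mean inhibition across the screen plus 3 SD, cut at about 25% in these data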;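 further: inhibitors block binding of the rhodamine activity-based probe so polarization drops; 0% = enzyme with DMSO and 100% = wells lacking pPAFAH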
GSTO1 counter – GSTO1 inhibition, counter-screen for RBBP9 inhibitors | P78417 | AID 1974 | recombinant GSTO1, activity-based probe fluorescence polarization | inhibition, % at 5.96 µM | hit rate 1.1% among 300,000;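 active means inhibition above the campaign mean inhibition plus 3 SD, cut at about 35% in these data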;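 further: 0% = GSTO1-1 with DMSO and 100% = wells lacking GSTO1-1 enzyme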
Starred values were filed as active, the others as inactive; nt = no result given.

SMILES	LYPLA2 inh	PME-1 inh	LYPLA1 inh	PAD4 inh	PAFAH1B2 FP inh	PAFAH1B3 FP inh	PREPL inh	pPAFAH FP inh	GSTO1 counter
Cc1nc(=S)c2ccccc2[nH]1	-4	4	0	-2	3	7	3	-6	-5
CCCc1nc2c(s1)CCc1onc(-c3cccc([N+](=O)[O-])c3)c1-2	3	-2	1	-2	4	5	-3	3	3
c1cnc2ccc(C(c3nnnn3C3CCCC3)N3CCSCC3)cc2c1 (stereo unspecified)	5	-4	1	2	3	2	-1	1	-1
COc1cc2c(cc1NC(=O)CCC(=O)O)oc1ccccc12	-6	-5	-1	-16	4	6	1	-3	15
Cc1cccc(N2CC(C(=O)Nc3nccs3)CC2=O)c1C (stereo unspecified)	-2	-3	1	2	1	8	-10	2	3
CN(C(=O)COC(=O)c1cc(S(=O)(=O)N2CCOCC2)ccc1F)C1CCS(=O)(=O)C1 (stereo unspecified)	0	-3	1	2	1	8	-2	9	7
O=C(COC(=O)Cn1nnc2ccccc21)Nc1ccccc1Br	-2	0	-1	3	0	8	-2	3	1
CC(=O)Oc1ccc(/C=N/NC(=O)c2ccc(N(C)S(=O)(=O)c3ccccc3)cc2)cc1	-10	-4	-8	1	3	-1	12	1	10
CC(C)N1CCN(c2ccc(OC[C@H]3CO[C@](Cn4cncn4)(c4ccc(Cl)cc4Cl)O3)cc2)CC1	8	4	10	-3	-3	13	57*	5	0
Cc1ccc(S(=O)(=O)N(C)c2ccc(OCC(=O)NCC3(N(C)C)CCCCC3)cc2)cc1	-4	1	1	1	5	5	10	3	3
c1ccc(-c2nnc3sc(-c4csc5c4CCCC5)nn23)cc1	-20	-9	-13	-5	-3	-4	-21	6	-27
Cc1c(CC(=O)NCCCC(=O)O)c(=O)oc2cc3c(cc12)CCC(C)(C)O3	-7	-4	-5	-3	4	2	2	0	0
NS(=O)(=O)c1ccc(CCNC(=O)CC(c2ccccc2)c2ccccc2)cc1	7	-2	0	-3	14	-2	-4	0	4
CCc1nnc(SCC(=O)Nc2ccc(N3CCOCC3)cc2)n1C	-5	3	-3	5	7	4	-1	2	-9
Cn1c(=O)c2c(nc(NCCCN3CCOCC3)n2Cc2ccc(Cl)cc2)n(C)c1=O	1	2	1	0	-2	2	16	-3	10
COC(=O)c1cc(COC(=O)CNC(=O)c2ccc(Br)cc2)oc1C	nt	nt	nt	-5	3	15	-26	2	nt
O=C(/C=C/c1ccc(Cl)cc1Cl)Nc1cccc(S(=O)(=O)NC2=NCCC2)c1	-48	-27	-37	-7	-17	-15	-7	-15	-30
O=C(COC(=O)c1ccc(O)cc1)Nc1ncc(Cl)cc1Cl	-1	0	2	-1	2	-1	-1	8	8
O=C(CSc1cccc(C(F)(F)F)c1)NC(=O)NCc1ccco1	9	-4	2	-1	-6	-7	-1	13	1
Cc1nc(N)sc1C(=O)N1N=N1	2	3	0	-1	1	5	10	-3	-1
O=C(CN1CCOCC1)NCc1ccccc1	-5	-1	-5	0	3	-4	3	-1	-4
CCOC(=O)c1c(NCc2ccc3c(c2)OCO3)c2ccccc2[nH]c1=O	-6	-6	1	-4	4	-1	5	-3	-8
C/C(CC(=O)Nc1ccc([N+](=O)[O-])cc1)=N/NC(=O)C1C2CCCCC21 (stereo unspecified)	-8	3	-1	0	6	8	-3	0	-2
CCCNC(=O)c1cccc(NC(=O)C(C)C)c1	-1	-4	-3	-4	6	2	-3	-1	3
COc1cc(OC)cc(-c2cc3nc(C)c(CCC(=O)O)c(=O)n3[nH]2)c1	-5	-2	-3	1	-2	4	5	-3	0
COc1cc(C)c(NC(=S)NCCCN2CCOCC2)cc1OC	-5	0	1	0	4	2	2	5	1
CC(=O)OCCNc1cc(SCc2ccco2)c2nonc2c1[N+](=O)[O-]	-2	1	-7	16*	-3	8	0	58*	24
CCNC(=S)NNc1nncc2ccccc12	2	0	2	-3	3	12	-2	2	6
COc1ccc(NS(=O)(=O)c2cc(NC(=O)COc3ccccc3F)ccc2OC)cc1	-4	7	-7	3	2	5	-23	0	nt
COC(=O)C(C)Oc1cc(OC(C)C(=O)OC)c2c(C)c(Cl)c(=O)oc2c1 (stereo unspecified)	0	-1	1	0	6	5	5	3	9

12 compounds out of the list, ordered by molar mass, descending:
SMILES	LYPLA2 inh	PME-1 inh	LYPLA1 inh	PAD4 inh	PAFAH1B2 FP inh	PAFAH1B3 FP inh	PREPL inh	pPAFAH FP inh	GSTO1 counter
O=C(/C=C/c1ccc(Cl)cc1Cl)Nc1cccc(S(=O)(=O)NC2=NCCC2)c1	-48	-27	-37	-7	-17	-15	-7	-15	-30
COC(=O)c1cc(COC(=O)CNC(=O)c2ccc(Br)cc2)oc1C	nt	nt	nt	-5	3	15	-26	2	nt
COC(=O)C(C)Oc1cc(OC(C)C(=O)OC)c2c(C)c(Cl)c(=O)oc2c1 (stereo unspecified)	0	-1	1	0	6	5	5	3	9
CC(=O)OCCNc1cc(SCc2ccco2)c2nonc2c1[N+](=O)[O-]	-2	1	-7	16*	-3	8	0	58*	24
CCOC(=O)c1c(NCc2ccc3c(c2)OCO3)c2ccccc2[nH]c1=O	-6	-6	1	-4	4	-1	5	-3	-8
O=C(CSc1cccc(C(F)(F)F)c1)NC(=O)NCc1ccco1	9	-4	2	-1	-6	-7	-1	13	1
COc1cc(OC)cc(-c2cc3nc(C)c(CCC(=O)O)c(=O)n3[nH]2)c1	-5	-2	-3	1	-2	4	5	-3	0
O=C(COC(=O)c1ccc(O)cc1)Nc1ncc(Cl)cc1Cl	-1	0	2	-1	2	-1	-1	8	8
CCCNC(=O)c1cccc(NC(=O)C(C)C)c1	-1	-4	-3	-4	6	2	-3	-1	3
CCNC(=S)NNc1nncc2ccccc12	2	0	2	-3	3	12	-2	2	6
O=C(CN1CCOCC1)NCc1ccccc1	-5	-1	-5	0	3	-4	3	-1	-4
Cc1nc(N)sc1C(=O)N1N=N1	2	3	0	-1	1	5	10	-3	-1

(list continues)
SMILES	LYPLA2 inh	PME-1 inh	LYPLA1 inh	PAD4 inh	PAFAH1B2 FP inh	PAFAH1B3 FP inh	PREPL inh	pPAFAH FP inh	GSTO1 counter
Cc1ccc(-n2ncc3c(NNC(=O)c4ccco4)ncnc32)cc1Cl	-4	-2	-15	-2	2	-2	1	-3	1
CN1CCCC1c1cccnc1 (stereo unspecified)	4	1	-2	-1	9	2	0	7	5
O=C(NCCO)/C(=C\c1ccc2c(c1)OCO2)NC(=O)c1ccc(Br)cc1	1	0	-2	-3	0	2	2	5	4
CCc1nnc(NC(=O)CSc2nnc(-c3ccoc3C)n2CC(C)C)s1	1	2	1	5	9	-3	7	3	-4
O=C(CSc1nc2ccccc2n1CC(=O)N1CCCC1)Nc1ccc2c(c1)OCO2	3	0	-4	3	-2	8	14	2	4
CN(C)c1ccc(/C=N/NC(=O)c2ccco2)cc1	-9	-6	-2	2	2	3	0	6	-3
CC(=O)c1ccc(OCC(=O)c2cc(C)n(-c3ccc4c(c3)OCO4)c2C)cc1	2	-3	2	-2	-1	7	-1	6	-9
COc1cccc(NC(=O)c2cc(Cl)nnc2Cl)c1	-1	12	1	3	-10	0	15	-2	-2
COc1ccc(C(CNC(=O)c2cc(C)on2)N(C)C)cc1 (stereo unspecified)	7	-1	2	0	-3	-4	-5	5	7
Cn1c(COc2ccccc2)nnc1SCC(=O)Nc1ccc2c(c1)OCO2	2	3	0	-7	2	-2	-4	-3	4
Cc1c(C)c2ccc(OCC(=O)c3ccccc3)cc2oc1=O	-2	-1	-5	-5	0	-1	-4	1	-8
Cc1ccc(NC(=O)CN(C)C(C)C(=O)N2CC(C)CC(C)C2)cc1 (stereo unspecified)	1	-1	1	-7	-6	-6	10	-4	nt
CCCCNS(=O)(=O)c1ccc(NC(=O)Cc2ccccc2[N+](=O)[O-])cc1	8	1	-4	3	8	1	8	-1	-3
COC(=O)c1c(C(C)=O)c(C)n(C)c1C	0	4	1	0	3	11	-6	-1	10
CCOC(=O)c1c(NC(=O)Cn2nc(C(F)(F)F)cc2C)sc(C)c1C	2	6	0	4	-1	3	7	5	-3
O=C1CN(C(=O)COC(=O)c2cccnc2Cl)c2ccccc2N1	0	-7	-3	-1	3	10	5	-12	-4
Nn1c(SCC(=O)Nc2ccccc2F)nnc1C1CCCCC1	4	-6	0	-2	2	8	7	2	5
COc1ccc(CCNC(=O)C2CCCN(c3nc(C)cc(C)n3)C2)cc1 (stereo unspecified)	0	1	3	-3	2	6	6	1	4
Cc1sc(NC(=O)c2cccs2)nc1-c1ccccc1	-11	-4	-10	3	0	-1	-2	2	-9
O=C(CN1C(=O)c2ccccc2S1(=O)=O)N1CCN(c2ccccc2)CC1	3	5	2	3	2	2	35	4	4
Cc1ccccc1NC(=S)Nc1cccc([N+](=O)[O-])c1	-2	-1	-5	-7	6	11	1	8	4
O=C(CNC(=O)c1cccc(Cl)c1)N/N=C/c1cccnc1	-8	-9	-4	-2	2	3	-1	6	2
Cn1c(C(=O)NCCc2c[nH]c3ccccc23)cc2sccc21	-5	9	-3	2	8	5	3	20	6
CCOc1ccc(NC(=O)CN(C)C(=O)CC(NC(=O)c2ccccc2)c2ccccc2)cc1OCC (stereo unspecified)	0	6	5	1	2	3	17	6	7
CCCc1nc2ccccc2c(=O)n1/N=C/c1ccc(O)c(O)c1	3	1	-2	-2	-4	9	-14	-4	46*
Cc1cc(C)n(-c2ccc(C(=O)Oc3ccc4c(c3)OCO4)cc2)n1	10	-9	-3	-1	-3	11	9	19	0
CCCCOc1ccc(S(=O)(=O)Nc2ccc(NC(C)=O)cc2)cc1	-5	2	-4	2	5	4	-7	12	2
O=C(Nc1ccc(Br)cn1)c1ccc([N+](=O)[O-])o1	-2	4	-1	-15	1	4	10	-4	6
CCCCCCN1C(=O)CC(NC(=O)OCC2c3ccccc3-c3ccccc32)C/C=C\C1C(C)C (stereo unspecified)	nt	nt	nt	6	5	12	nt	1	nt
CCn1ncc(Br)c1C(=O)Nc1ccc(F)c([N+](=O)[O-])c1	0	4	4	-6	1	-3	21	7	-2
CC(Cc1ccccc1)C(=O)N(C)Cc1ccccc1 (stereo unspecified)	-1	-3	-1	4	6	-1	10	-4	12
Cc1ccc(S(=O)(=O)N(CCO)Cc2cc3ccc(C)c(C)c3[nH]c2=O)cc1	5	-10	-3	2	6	2	-16	-2	-148
CC(=O)Nc1ccc(OC(=O)c2cccnc2)cc1	-1	2	0	10	1	5	16	-12	4
COc1ccc(C2=CC(c3ccc(Cl)cc3)n3cnnc3N2)cc1OC (stereo unspecified)	5	1	-4	-2	1	2	-8	14	-8

Only part of the results is shown, so the mix of outcomes need not match the whole.
